Screens from PubChem BioAssay.
GPR55 beta-arrestin = GPR55 agonists via beta-arrestin recruitment, primary screen, imaging, U2OS cells, beta-arrestin-GFP redistribution (AID 1961). one-dose activation, % at 10 µM; EC50 in µM for titrated hits. U2OS GPR55 beta-arrestin-GFP redistribution imaging; higher % means a stronger effect. 0.048% of 290,000 active;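 active = activation above 40% with more than 50 cells counted in the well; inconclusive = wells holding fewer than 50 cells, flagged as toxic or sparse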;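 note: U2OS osteosarcoma cells stably expressing GPR55 and beta-arrestin-GFP; plate controls were DMSO negative control for no effect and LPI positive control for full effect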
KOR beta-arrestin-1 = kappa opioid receptor activators – cell-based, luminescence, uHTS, primary screen (AID 1777) | activation, % at 10 µM, or EC50 in µM where a hit was titrated | 0.02% of 280,000 active | KOR beta-arrestin recruitment, luminescence; higher % means a stronger effect; in the data active = activation above about 50%, passing the limit was not always enough; note: a part of the inactive calls stands beside numbers as strong as those of hits
HIV fusion peptide = inhibitors of HIV fusion peptide binding, primary screen, biochemical, uHTS, fluorescence dequenching (AID 1986); cell-free peptide binding, fluorescence dequenching, 30 min; higher % means a stronger effect; inhibition, % at 20 µM; hits with a dose series show IC50 in µM; 0.3% of 290,000 active; in the data active = inhibition mostly above about 52%, no sharp cut-off; inactive = mostly below about 76%; note: some results filed as inactive read as strong as hits
KOR beta-arrestin-2 = kappa opioid receptor blockers – cell-based, luminescence, uHTS (AID 1778). one-dose inhibition, % at 10 µM; IC50 in µM for titrated hits. 0.091% of 290,000 active. KOR beta-arrestin recruitment, luminescence, antagonist mode; higher % means a stronger effect; in the data active = inhibition above about 50%; note: strong numbers were not always called active
GPR55 antagonists = inhibition of LPI-stimulated GPR55 beta-arrestin translocation – imaging, U2OS, beta-arrestin-GFP, LPI agonist, primary screen (AID 2013) | U2OS GPR55 beta-arrestin-GFP translocation imaging, LPI antagonism; higher % means a stronger effect | inhibition, % at 10 µM, or IC50 in µM where a hit was titrated | 0.13% of 290,000 active;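 active = spots per cell inhibited over 60%, with over 100 cells counted and total cytoplasm intensity under 500,000; inconclusive = wells with under 100 cells, flagged as likely toxic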;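 note: U2OS cells stably carrying GPR55 and arrestin-GFP stimulated by 5 µM LPI near EC80; imaged beta-arrestin-GFP aggregate spots per cell after agonist stimulation; plate controls were LPI-stimulated DMSO wells for no effect and DMSO wells without LPI for full effect; some results filed as inactive read as strong as hits; confirmed hits need IC50 under 10 µM and bright autofluorescent wells are also inconclusive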
GPR35 arrestin U2OS = GPR35 antagonists blocking zaprinast-driven arrestin recruitment, primary screen, imaging, U2OS, beta-arrestin-GFP, zaprinast agonist (AID 2058); U2OS GPR35 beta-arrestin-GFP translocation imaging, zaprinast antagonism; higher % means a stronger effect; one-dose inhibition, % at 10 µM; IC50 in µM for titrated hits; 0.052% of 290,000 active;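 active = inhibition of at least 50% with at least 30 cells and total cytoplasm GFP at most 10,000,000; inconclusive = under 30 cells or total GFP of 10,000,000 plus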
West Nile antiviral = inhibition of WNV-induced cytopathic effect – cell-based, CPE readout (AID 1621); 0.02% of 290,000 active; CPE inhibition, % at 10 µM, or IC50 in µM where a hit was titrated; West Nile virus-infected cells, CPE inhibition; higher % means a stronger effect; in the data active = a potency from the dose series; inconclusive = CPE inhibition mostly from about 3.7% at the one dose, without a potency; inactive = the rest, 99 in 100 with CPE inhibition below about 2.2%; note: strong numbers were not always called active
NOD1 inhibition = inhibition of NOD1-driven NF-kB reporter – cell-based, luminescence, uHTS, primary screen (AID 1578). 1% of 290,000 active. inhibition, % at 4 µM, or EC50 in µM where a hit was titrated. NOD1-driven NF-kB luciferase reporter cells, luminescence; higher % means a stronger effect; in the data active = inhibition mostly above about 36%, no sharp cut-off; inactive = mostly below about 34%;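 note: HEK-293T reporter cells stimulated with the NOD1 agonist gamma-tri-DAP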
Dengue-2 NS5 capping = Dengue-2 NS5 methyltransferase inhibitors, primary screen, biochemical, confirmation dose response (AID 588689) | Dengue-2 NS5 methyltransferase capping enzyme assay, biochemical; higher % means a stronger effect | one-dose inhibition, % at 25 µM; IC50 in µM for titrated hits | 0.3% of 340,000 active; in the data active = a potency from the dose series; inconclusive = inhibition above about 29% without an active follow-up result
Dengue-2 NS5 capping pilot replicate = recorded beside Dengue-2 NS5 capping, whose call it bears; inhibition, %; measured here: pilot screen replicate inhibition
* = called active by the depositor; ? = inconclusive; / = no result given; [ ] = another dose, or the depositor's remark.

SMILES	GPR55 beta-arrestin	KOR beta-arrestin-1	HIV fusion peptide	KOR beta-arrestin-2	GPR55 antagonists	GPR35 arrestin U2OS	West Nile antiviral	NOD1 inhibition	Dengue-2 NS5 capping	others
O=c1c2c([N+](=O)[O-])cc([N+](=O)[O-])cc2sn1-c1ccc(Br)cc1	0.2%	-3.9%	4.0%	22.2%	-2.8%	4.0%	1.4%	-22.8%	?
O=S(=O)(c1cccc2ccccc12)N1CCCCC1	0.0%	5.1%	-0.4%	-22.1%	3.7%	56.8%	0.3%	-36.8%	0.7%
COc1ccc(/C(N)=N/OC(=O)c2cccs2)cc1	-0.1%	6.9%	-1.1%	21.4%	-2.7%	12.0%	1.3%	-8.9%	0.8%
COc1ccc(/C=N/Nc2ncccc2[N+](=O)[O-])c(OC)c1	0.1%	-6.2%	-1.5%	7.0%	9.4%	13.6%	0.1%	-42.4%	8.4%
O=C(NC(=S)Nc1ccc(F)c([N+](=O)[O-])c1)c1ccccc1F	-0.2%	-4.8%	0.1%	13.5%	-0.2%	5.2%	-0.8%	-35.0%	-4.2%
O=C1CCN(S(=O)(=O)c2ccccc2)CCN1CCOCc1cccc(F)c1	0.0%	-3.9%	-0.3%	-8.9%	-9.6%	7.2%	0.0%	2.3%	-7.9%
Cc1c(C(=O)N/N=C/c2ccc(-c3ccccc3[N+](=O)[O-])o2)sc(N)c1C#N	0.3%	-1.7%	27.4%	15.6%	-2.5%	-16.7%	-0.1%	-18.8%	28.4%
C#Cc1cccc(NC(=O)C2CCN(C(C)=O)CC2)c1	0.1%	0.4%	-1.1%	-32.8%	7.9%	4.0%	0.3%	-28.1%	-13.0%
Cc1ccc(C(=O)N/C(=C/c2cccnc2)C(=O)N2CCCCCC2)cc1	0.1%	1.6%	-1.0%	11.4%	20.0%	-3.3%	-0.7%	-33.7%	1.9%
CC(=O)c1sc2ccccc2c1OC(=O)c1ccco1	-0.2%	-2.4%	1.1%	15.3%	6.2%	4.3%	/	2.6%	-21.8%
Cc1cccc(NS(=O)(=O)c2cccc3nonc23)c1	-0.5%	-4.1%	-0.6%	-22.3%	0.1%	-2.0%	-1.0%	-18.5%	11.1%
O=C(NN1C(=O)C2C(c3ccccc3)C=CC(c3ccccc3)C2C1=O)c1ccccc1 (centres undefined)	-0.3%	17.3%	-0.4%	-0.4%	-2.8%	10.3%	-0.4%	-5.1%	-5.1%
CCN(CC)C(=O)Oc1ccc2c(=O)c(-c3ccccc3)coc2c1	0.0%	2.4%	-1.0%	-20.9%	3.2%	-3.3%	-1.3%	-64.3%	-1.4%
O=C(Nc1ccc2c(c1)OCCO2)c1cccc(S(=O)(=O)N2CCOCC2)c1	-0.2%	0.3%	-1.7%	2.2%	-6.2%	4.9%	-0.4%	-36.2%	-6.8%	Dengue-2 NS5 capping pilot replicate=-2.9
CCSc1nc2sc3c(c2c(=O)n1-c1ccccc1)CCN(C)C3	-0.1%	-4.7%	6.6%	-35.2%[20 µM]	-7.6%	0.6%	0.7%	-19.5%	/
COc1ccc(/C=N/n2cnc3c([nH]c4ccccc43)c2=O)cc1CO	-0.2%	-3.4%	-0.4%	-2.9%	8.9%	-13.8%	0.0%	-4.3%	-1.1%
CC1Cn2c(COc3ccccc3)nnc2S1 (centres undefined)	0.3%	1.6%	0.0%	44.6%	6.6%	-16.2%	0.5%	-18.4%	0.0%
COC(=O)c1ccc(/C=N\N2CCN(Cc3ccc(C)cc3)CC2)cc1	-0.1%	1.1%	-3.0%	-7.9%	13.9%	6.0%	-0.2%	-22.1%	3.3%
O=C1[C@@H]2C(c3cccnc3)=NO[C@@H]2C(=O)N1c1ccc(Cl)cc1Cl	-0.2%	0.4%	4.0%	-38.6%	-8.2%	12.9%	0.1%	-8.2%	-5.4%
Cc1cc2nc(C(F)(F)F)cc(-c3cccs3)n2n1	-0.3%	-3.2%	-0.6%	13.4%	2.7%	3.1%	-0.5%	-16.0%	-5.5%
Cc1c(O)cc2c(c1O)C(=O)CC(c1ccc(O)cc1)O2 (centres undefined)	3.1%	-1.8%	16.8%	2.2%	11.5%	4.5%	-0.2%	-5.0%	8.4%
O=C(CN1C(=O)C2C3C=CC(C4CC34)C2C1=O)OCC(=O)c1ccccc1 (centres undefined)	-0.2%	1.5%	0.3%	-26.6%	-1.7%	3.3%	1.3%	-29.4%	-1.4%
O=c1c2sccc2n(Cc2ccc(F)cc2)c(=O)n1-c1ccc(F)cc1	-0.3%	7.7%	-0.8%	-20.0%	-2.0%	-3.0%	-1.0%	-31.3%	4.5%
CCOC(=O)/C=C(/C)N1N=C(c2ccc(OC)cc2)CC1c1cccc([N+](=O)[O-])c1 (centres undefined)	-0.3%	17.7%	8.8%	-23.6%	-10.6%	2.6%	-0.7%	5.4%	-11.8%
O=C(NCCN1CCOCC1)c1cc2n(n1)C(C(F)(F)F)CC(c1ccc(F)cc1)N2 (centres undefined)	-0.1%	20.0%	-0.4%	15.7%	-4.8%	-4.3%	-0.7%	-27.2%	-0.8%
SMILES	GPR55 beta-arrestin	KOR beta-arrestin-1	HIV fusion peptide	KOR beta-arrestin-2	GPR55 antagonists	GPR35 arrestin U2OS	West Nile antiviral	NOD1 inhibition	Dengue-2 NS5 capping	others
COc1cccc2cc(C(=O)CS(=O)(=O)c3ccc(C(C)(C)C)cc3)c(=O)oc12	0.3%	-3.1%	0.3%	2.9%	3.9%	-8.6%	0.5%	-5.1%	3.6%
O=C(NNc1cccc(Cl)c1)c1cccnc1Oc1ccccc1	-0.2%	5.3%	-2.3%	9.0%	3.4%	10.9%	-0.6%	-11.0%	-4.6%
COc1ccc(S(=O)(=O)N2CCC(C(=O)N[C@H](C(=O)NCc3ccco3)C(C)C)CC2)cc1	-0.1%	0.9%	-0.2%	-10.3%	-0.1%	3.8%	0.1%	-2.6%	28.5%
COc1c(C)cccc1C(=O)NC(=S)Nc1ccc2c(c1)Cc1ccccc1-2	0.4%	3.1%	5.5%	3.2%	16.4%	-5.6%	/	-18.7%	-1.3%
O=C(N/C(=C\c1ccccc1)C(=O)N1CCCCCC1)c1ccccc1	0.2%	-2.4%	0.3%	-4.6%[20 µM]	1.2%	9.9%	-1.0%	1.6%	0.7%
Oc1ccc(Cl)cc1C1=NNC(c2ccc(Cl)cc2)C1 (centres undefined)	-0.5%	-2.1%	0.4%	15.8%	11.9%	6.4%	-1.1%	-25.3%	-10.9%
O=C(c1cc2ccccc2oc1=O)N(Cc1ccco1)C1CCS(=O)(=O)C1 (centres undefined)	-0.3%	5.9%	3.3%	-12.3%	12.1%	1.0%	0.3%	-68.9%	8.2%
COCc1[nH][nH]c(=O)c1/C=N/N1CCOCC1	0.3%	-3.4%	-0.1%	2.3%	0.8%	-3.2%	-0.5%	-30.2%	-6.2%
Nc1ccccc1SCc1ccccc1Cl	-0.1%	-2.6%	1.2%	0.7%	10.4%	-6.0%	-0.5%	-6.1%	/
Cc1ccc(C)c(C(=O)CN2C(=O)c3ccccc3C2=O)c1	-0.3%	6.7%	-0.9%	31.8%	1.1%	-4.5%	-0.2%	56.5%*	2.4%
C=CCN(c1ccccc1C(=O)NCC(=O)O)S(=O)(=O)c1ccc(C)cc1	-0.2%	-9.4%	-1.0%	16.1%	8.1%	0.5%	-0.2%	-6.0%	9.3%
N#Cc1cc2cc3c(cc2nc1SCC(=O)N1CCCC1)OCCO3	-0.1%	-0.1%	-1.0%	5.8%	-6.6%	1.3%	-0.8%	-50.6%	0.9%
N#Cc1nc(COc2ccccc2)oc1N1CCCCCC1	-0.2%	-1.5%	-2.8%	3.5%	21.5%	-20.3%	-0.4%	-14.0%	1.4%
O=C(N/N=C/c1ccc(O)c(O)c1)N/N=C/c1ccc(O)c(O)c1	-0.2%	-3.8%	12.6%	-15.6%	-4.9%	-1.5%	0.5%	-7.8%	2.6%
COc1ccc(NC(=O)c2cc(-c3cccnc3)nc3c(C)c(C)ccc23)c(OC)c1	0.2%	-0.2%	-2.6%	9.3%	-4.0%	-6.2%	1.0%	4.6%	3.2%
COc1ccc(CS(=O)(=O)/C(Cl)=C(/Cl)C(=O)Nc2ccc(OC)nc2)cc1	-0.1%	-8.5%	-1.2%	40.1%	2.0%	18.5%	0.2%	78.4%*	-39.1%
COc1ccc(C(=O)COC(=O)C(CCSC)NS(=O)(=O)c2ccc(Cl)cc2)cc1 (centres undefined)	0.9%	3.8%	-0.8%	-26.3%	-10.0%	15.1%	-0.2%	-19.0%	-11.2%
C=CCNC1=C(Cl)C(=O)c2ccccc2C1=O	0.1%	9.5%	1.5%	-0.2%	6.1%	-5.1%	2.2%	2.8%	-3.9%
CCCCc1ccc(NC(=O)C(=O)NCCN2CCN(Cc3ccc([N+](=O)[O-])cc3)CC2)cc1	0.6%	-1.9%	-2.1%	7.4%	7.9%	2.4%	-2.4%	34.7%*	-7.9%
C=CCCOc1ccccc1C(N)=O	-0.4%	0.4%	-2.0%	-9.6%	10.0%	-2.1%	0.1%	11.0%	-6.3%
Cc1cc(C)c(S(=O)(=O)N(C)CC(=O)NC2CCCC2)c(C)c1	-0.1%	-1.7%	-0.6%	4.1%	3.4%	-5.6%	-0.6%	-23.5%	-4.1%
Cc1cc(C(=O)OCC(=O)Nc2nccs2)c2ccccc2n1	-0.3%	1.4%	-1.0%	27.5%	-6.0%	-5.6%	-0.3%	-0.6%	20.4%
CC(C(=O)N=c1sc2ccccc2n1C)N1C(=O)C2CC=CCC2C1=O (centres undefined)	0.2%	0.0%	-1.1%	8.8%	-3.7%	-7.6%	-0.2%	-6.8%	2.7%	Dengue-2 NS5 capping pilot replicate=5.5
Cc1cc(C)n2nc(Cc3ccccc3)nc2n1	-0.1%	-1.3%	0.4%	17.8%	-3.7%	2.1%	1.3%	-22.8%	-4.1%
Cc1c2cnn(CC(=O)N3CCN(c4ncccn4)CC3)c(=O)c2c(C)n1Cc1ccc(F)cc1	-0.1%	-0.3%	-1.8%	-12.1%	3.5%	-8.5%	-0.8%	-1.5%	/
N#CCn1cnc2c(oc3ccccc32)c1=O	-0.1%	0.9%	0.6%	-33.6%	-0.2%	10.8%	-0.4%	-25.6%	0.0%
O=C(CNCc1ccccc1Cl)Nc1ccc2c(c1)OCCO2	-0.2%	/	-1.9%	2.5%	7.9%	-4.8%	0.7%	-5.8%	2.9%
CCOc1ccccc1NC(=O)N1CCc2ccccc2C1	0.4%	-8.1%	-0.2%	25.6%	11.6%	-8.7%	0.3%	4.8%	0.3%
CC(=O)NC(CC(=O)OCC(=O)c1c(N)n(C)c(=O)n(C)c1=O)c1ccccc1 (centres undefined)	0.6%	0.5%	0.3%	-18.9%	13.7%	18.1%	0.2%	-35.7%	-9.6%
O=C(CCCN1C(=O)c2ccccc2C1=O)Nc1cccnc1	-0.4%	4.0%	2.3%	-21.1%	-0.9%	-9.2%	-0.7%	-32.4%	0.0%

Not all compounds are listed, so the mix of outcomes need not match the whole.
